Compound activity from PubChem BioAssay.
PAFAH1B2 inh: inhibitors of human PAFAH1B2; P68402; recombinant PAFAH1B2, FP-rhodamine activity probe, fluorescence polarization; inhibition, % at 3.39 µM; 340,000 compounds, 1.2% hits;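 active means inhibition above the mean of all tested compounds plus 3 SD, cut at about 24% in these data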;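 further: 0% = enzyme with DMSO and 100% = wells lacking PAFAH1B2; many of its hits are not listed in these tables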
pPAFAH FP inh: inhibitors of human plasma PAF acetylhydrolase (pPAFAH) | 330,000 compounds, 1.5% hits | Q13093 | recombinant pPAFAH, FP-rhodamine probe fluorescence polarization | AID 463082 | inhibition, % at 3.39 µM;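 active means inhibition above the mean inhibition across the screen plus 3 SD, cut at about 25% in these data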;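 further: inhibitors block binding of the rhodamine activity-based probe so polarization drops; 0% = enzyme with DMSO and 100% = wells lacking pPAFAH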
LYPLA1 inh: counter-screen for PME1 inhibitors: inhibitors of human LYPLA1 | 320,000 compounds, 0.16% hits | recombinant LYPLA1, FP-Rh probe fluorescence polarization | O75608 | inhibition, % at 5.9 µM | AID 2174;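 active means inhibition above the mean of all tested compounds plus 3 SD, set per campaign, cut at about 14% in these data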;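 further: inhibitors block serine hydrolase probe labeling of LYPLA1 so polarization falls; 0% = enzyme with DMSO and 100% = wells lacking LYPLA1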
Target sequence (O75608 whole entry, looked up): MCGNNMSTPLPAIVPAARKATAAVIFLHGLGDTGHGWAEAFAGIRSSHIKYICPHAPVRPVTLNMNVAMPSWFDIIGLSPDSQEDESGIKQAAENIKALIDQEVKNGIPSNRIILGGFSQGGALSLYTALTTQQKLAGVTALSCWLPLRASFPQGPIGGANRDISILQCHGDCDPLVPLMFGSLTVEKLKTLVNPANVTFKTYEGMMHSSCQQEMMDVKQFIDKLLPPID
PAFAH1B3 FP inh: PAFAH1B3 (human) inhibition | Q15102 | recombinant PAFAH1B3, FP-rhodamine probe, fluorescence polarization | inhibition, % at 3.39 µM | 340,000 compounds, 0.28% hits;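 active means inhibition above the screen-wide average of all tested compounds plus 3 SD, cut at about 25% in these data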;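 further: 0% = enzyme with DMSO only and 100% = wells lacking PAFAH1B3 protein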
Target sequence (Q15102 whole entry, looked up): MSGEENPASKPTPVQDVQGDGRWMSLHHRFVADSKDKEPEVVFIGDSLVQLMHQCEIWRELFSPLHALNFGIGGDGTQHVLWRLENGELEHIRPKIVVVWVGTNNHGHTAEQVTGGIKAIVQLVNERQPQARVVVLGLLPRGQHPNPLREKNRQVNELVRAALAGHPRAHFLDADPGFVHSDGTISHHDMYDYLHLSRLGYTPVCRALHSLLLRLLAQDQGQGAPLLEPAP
PAFAH2 inh: inhibitors of human PAFAH2 | Q99487 | recombinant PAFAH2, FP-rhodamine activity probe, fluorescence polarization | inhibition, % at 3.39 µM | 340,000 compounds, 0.99% hits | AID 492956;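 active means inhibition above the mean over all tested compounds plus 3 SD, cut at about 30% in these data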;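 further: inhibitors block probe labeling of enzyme so polarization drops; 0% = enzyme with DMSO and 100% = wells lacking PAFAH2 protein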
PAD4 FP inh: blocks human protein arginine deiminase 4; recombinant PAD4, RCA probe fluorescence polarization; AID 485272; inhibition, % at 6.36 µM; 330,000 compounds, 0.41% hits;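 active means percent inhibition above a cutoff equal to the mean of all tested compounds plus 3 SD, cut at about 15% in these data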;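 further: 0% = PAD4 with RCA probe and DMSO and 100% = probe without PAD4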
LYPLA2 inh: counter-screen for PME1 inhibitors: inhibitors of human LYPLA2. O95372. recombinant LYPLA2, FP-Rh probe fluorescence polarization. inhibition, % at 5.9 µM. 320,000 compounds, 0.38% hits;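 active means inhibition above the screen-wide mean plus 3 SD, limit set per campaign, cut at about 26% in these data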;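 further: 0% = LYPLA2 with DMSO and 100% = wells lacking LYPLA2 enzyme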
GSTO1 counter: counter-screen for RBBP9 inhibitors: inhibitors of human GSTO1. 300,000 compounds, 1.1% hits. P78417. inhibition, % at 5.96 µM. recombinant GSTO1, activity-based probe fluorescence polarization;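 active means inhibition above the campaign mean inhibition plus 3 SD, cut at about 35% in these data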;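 further: 0% = GSTO1-1 with DMSO and 100% = wells lacking GSTO1-1 enzyme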
Target sequence (P78417 whole entry, looked up): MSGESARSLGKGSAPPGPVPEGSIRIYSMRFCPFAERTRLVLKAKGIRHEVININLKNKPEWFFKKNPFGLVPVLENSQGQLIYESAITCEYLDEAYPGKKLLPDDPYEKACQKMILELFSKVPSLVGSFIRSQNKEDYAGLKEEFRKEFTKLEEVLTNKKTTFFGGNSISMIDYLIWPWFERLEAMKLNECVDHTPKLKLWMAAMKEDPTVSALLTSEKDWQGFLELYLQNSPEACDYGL
PME-1 primary: blocks human protein phosphatase methylesterase 1; Q9Y570; recombinant PME-1, FP-Rh probe fluorescence polarization; inhibition, % at 5.9 µM; 320,000 compounds, 0.53% hits; AID 2130;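 active means inhibition above the campaign mean of all compounds plus 3 SD, cut at about 26% in these data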;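 further: competitive labeling of PME-1 active site by serine hydrolase directed probe; 0% = PME-1 with DMSO and 100% = wells lacking PME-1 enzyme; inhibitors block probe labeling so polarization falls and inhibition rises; many of its hits are not listed in these tables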
Target sequence (Q9Y570 whole entry, looked up): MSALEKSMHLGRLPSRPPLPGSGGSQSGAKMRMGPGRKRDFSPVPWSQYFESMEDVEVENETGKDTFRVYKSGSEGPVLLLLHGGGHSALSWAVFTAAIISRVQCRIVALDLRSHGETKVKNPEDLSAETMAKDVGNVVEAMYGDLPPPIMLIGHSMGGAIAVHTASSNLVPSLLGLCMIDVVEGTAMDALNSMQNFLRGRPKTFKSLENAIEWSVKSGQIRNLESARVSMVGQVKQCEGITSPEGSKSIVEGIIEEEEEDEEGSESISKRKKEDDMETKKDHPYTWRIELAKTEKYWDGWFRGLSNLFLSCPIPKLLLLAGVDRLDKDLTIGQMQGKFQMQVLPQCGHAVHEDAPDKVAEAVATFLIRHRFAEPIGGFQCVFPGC
Active calls of the source: *; . = not tested or not shown.

SMILES	PAFAH1B2 inh	pPAFAH FP inh	LYPLA1 inh	PAFAH1B3 FP inh	PAFAH2 inh	PAD4 FP inh	LYPLA2 inh	GSTO1 counter	PME-1 primary
COc1cccc(CNC(=O)c2cc(COc3c(F)cccc3F)on2)c1	-0.1	6.7	1.0	5.8	1.6	-4.1	0.1	-2.3	-2.9
COc1ccc(N(CC(=O)N/N=C(\C)c2ccc(OC)c(OC)c2)S(=O)(=O)c2ccccc2)cc1	3.5	1.4	-1.4	2.9	17.7	0.8	6.4	3.0	1.6
CCOC(=O)c1[nH]c2cc3c(cc2c1NC(=O)CN1CCCC1)OCO3	3.1	1.9	2.4	2.1	6.8	4.0	2.2	-5.7	4.0
Cc1cc(OCC(=O)Nc2ccc3c(c2)OCCO3)ccc1Cl	0.6	3.4	-2.2	-4.7	9.4	-1.3	0.0	7.8	-35.2
Cc1cc(=O)n2c(n1)SCOC2	1.6	2.8	-3.0	0.3	3.0	0.5	1.7	6.5	3.7
N#CC1=C(N)Oc2cc(N)ccc2C1C1CC=CCC1 (stereo not given)	14.8	0.8	6.6	12.6	1.1	1.6	6.2	2.3	14.0
CCc1ccc(/C=C2/SC(N3CCOCC3)=NC2=O)cc1	-1.1	2.2	-3.2	7.2	11.2	-2.6	7.2	7.6	-1.3
COc1ccc2c(c1)C(c1ccc(Cl)cc1)NC(=O)C2 (stereo not given)	-4.0	1.9	2.1	1.7	-3.9	0.6	12.6	1.0	3.2
CCOc1cc(-c2nc3ccccc3s2)ccc1O	-0.5	13.0	5.7	0.2	-2.3	1.1	3.9	-0.7	9.5
CCCC(=O)NC(c1ccc2c(c1)OCO2)c1cc(Cl)c2cccnc2c1O (stereo not given)	2.3	32.4*	3.3	7.2	0.5	0.2	15.4	0.0	2.3
CC1(C)C(=O)NC(=O)N1Cc1ccccc1	8.3	0.6	1.3	13.1	5.0	-1.1	-3.1	29.6	-1.3
CCn1c(-c2nonc2NC(=O)c2ccccc2)nc2ccccc21	-1.7	0.7	0.0	0.8	-3.0	-4.3	-0.1	-0.4	-14.4
COc1ccc(NC(=O)CNC(=O)Cn2c(C)cc3ccccc3c2=O)c(OC)c1	2.2	-1.7	-0.2	1.0	1.0	-0.8	-3.9	-8.4	6.2
COc1ccc(NC(=O)COc2ccc(N(C)S(=O)(=O)c3ccc(C)cc3)cc2)cc1	-4.0	6.8	-1.6	8.5	-0.3	2.7	-3.4	2.0	-0.1
CCCc1cc(=O)oc2c(C)c(OCC(=O)Nc3ccccn3)ccc12	1.6	-2.1	-1.2	8.8	0.6	-3.8	-3.9	-1.3	0.8
Cc1csc(NC(=O)[C@@H](NC(=O)c2ccccc2)C(C)C)n1	4.1	2.2	0.2	-1.9	1.9	3.9	0.1	2.2	10.2
CCc1nnc(NS(=O)(=O)c2ccc(NCc3ccccc3O)cc2)s1	-1.9	1.6	-5.6	2.1	-3.6	5.8	-1.5	3.4	-2.1
O=S(=O)(Nc1ccncc1Cl)c1cc(Cl)ccc1Cl	6.4	-5.8	-2.5	6.9	2.8	-5.6	-5.0	-7.9	2.2
COc1ccc(NC(=O)CSc2nc3ccsc3c(=O)n2Cc2ccccn2)c(OC)c1	-1.3	6.3	-1.9	0.6	0.4	1.0	-1.1	-9.2	0.1
COc1ccccc1N1CCN(C(=O)c2cc(-c3cccs3)on2)CC1	2.8	-2.5	-1.9	2.5	7.0	-3.4	-0.7	1.2	-2.2
CCN(CC(=O)N1CCOCC1)S(=O)(=O)c1ccc(C)cc1	-4.0	5.8	5.6	0.2	-2.7	0.5	6.6	1.0	-3.7
Cc1nn(CC(=O)NCCc2ccccc2)c(C)c1[N+](=O)[O-]	4.0	-1.4	-2.2	-0.5	3.3	1.2	-6.8	1.8	0.6
c1ccc(CSC2=NCCCN2)cc1	3.0	0.5	-0.6	0.6	-17.7	1.0	3.2	-2.1	0.6
O=C(O)c1cc2c(ccc3ccccc32)o1	0.9	3.9	-1.7	6.8	0.0	-3.8	1.6	-1.6	3.4
O=C(Nc1cccnc1Cl)c1cc2ccccc2o1	1.6	3.3	1.3	10.1	-6.2	2.9	-0.9	3.0	-4.5
COc1ccc(CC(=O)NCc2n[nH]c(=S)n2-c2cccc(Cl)c2)cc1	14.7	-2.7	-1.1	7.6	-1.1	-0.2	-2.2	5.3	-2.3
CC(C)(C)OC(=O)N[C@@H](Cc1ccccc1)c1nnc(SCC(N)=O)o1	9.4	5.6	1.6	4.3	0.9	3.1	7.4	5.1	-2.2
CCC1CCc2sc(C(=O)N(C)CC(=O)Nc3ccc(N4CCOCC4)cc3)cc2C1 (stereo not given)	0.5	5.0	-1.4	-4.4	-1.3	-4.9	3.9	2.4	-3.0
CC(NCc1ccccc1Cl)C(=O)Nc1ccc(C#N)cc1 (stereo not given)	-2.6	6.5	-5.5	3.7	-0.8	-3.8	3.5	-2.0	-2.2
NC(=O)CC(NC(=O)Cc1cccc2ccccc12)c1ccc(NCc2ccccc2)c([N+](=O)[O-])c1 (stereo not given)	6.3	-4.5	-7.0	-8.7	-9.1	-1.2	-8.7	-6.6	-12.1
CC(=O)N(CCOc1ccccc1)CCOc1ccccc1	7.5	0.9	2.7	2.5	-1.8	4.6	-4.2	13.7	9.0
O=C(CCc1ccccc1)Nc1nnc(-c2ccc3c(c2)CCCC3)o1	0.6	5.7	-0.5	2.8	-2.9	1.5	-4.8	7.0	-4.5
Cc1cc(C)[n+](-c2ccc(Oc3ccccc3)c(S(=O)(=O)[O-])c2)[nH]1	0.7	3.6	1.6	0.2	8.4	1.0	1.4	0.7	-1.1
CN(C)CCCN1C(=O)c2oc3ccccc3c(=O)c2C1c1cccs1 (stereo not given)	4.3	1.5	-1.0	7.4	4.4	2.0	-3.4	1.9	-2.2
CCC(CC)C(=O)Nc1c2c(nn1-c1ccc(OC)cc1)CS(=O)(=O)C2	4.4	2.1	-1.4	8.9	8.3	-5.6	3.5	-0.3	0.9
CCN(CC)c1nc2ccccc2c(N)c1-c1ccccc1	8.7	4.3	3.1	5.0	9.8	-1.6	6.5	13.6	0.4
O=C(O)CCC(=O)Nc1ccc(C(=O)OC2CCCCC2)cc1	-0.7	1.3	1.7	8.3	8.1	2.4	6.8	1.8	1.7
C=CCn1c(SCC(=O)Nc2ccccc2C)nnc1-c1ccncc1	-0.6	-1.0	0.5	6.1	-3.8	3.6	-2.4	3.5	-1.6
N/C(=N\OC(=O)c1cccc2ccccc12)c1ccccn1	-4.3	2.6	0.0	3.0	8.2	1.4	-0.2	0.4	2.8
Cc1cc(=O)n2nc(N3CCCC(C(=O)N4CCc5ccccc54)C3)sc2n1 (stereo not given)	0.2	2.7	4.6	5.7	6.9	-0.1	2.7	4.6	6.1
O=C(COc1ncnc2ccccc12)NC1CCCC1	-6.5	-0.1	.	18.2	-3.8	-2.5	.	.	.
Cc1cccc(CCN2C(Nc3ccccc3)=NC[C@@H]2CC(C)C)c1	-5.0	1.5	-0.9	6.3	6.0	2.8	-1.1	6.0	4.6
COc1ccc(Cn2nnnc2C(c2cc3ccc(OC)cc3[nH]c2=O)N2CCC(C)CC2)cc1 (stereo not given)	3.8	-4.7	-4.7	6.1	3.6	-8.2	-7.6	4.3	-5.5
Fc1ccc(NC(=S)N2CCOCC2)cc1Cl	-1.1	1.2	1.5	3.0	4.5	3.1	1.1	4.2	-5.8
CC(C)CN(C(=O)CC1OC(=O)c2ccccc21)c1c(N)n(Cc2ccccc2)c(=O)[nH]c1=O (stereo not given)	-5.3	7.2	1.2	4.0	-1.6	0.5	0.5	4.2	-0.7
Cc1cc(-n2cnc(-c3cn(C)nc3C)n2)no1	1.0	-4.0	1.4	4.7	3.0	-3.1	1.5	7.7	-4.2
Cc1cc(C)c(NC(=O)CN2C(=O)NC3(CCc4ccccc43)C2=O)c(Cl)c1 (stereo not given)	4.2	1.2	.	8.4	-0.2	-6.0	.	.	.
COc1ccc(NC(=O)C2CCN(S(=O)(=O)c3cccc4cccnc34)CC2)cc1OC	1.1	2.6	-1.4	6.4	5.0	2.2	-1.8	4.7	7.0
CC(C)C(NC(=O)c1ccc(S(=O)(=O)N2CCOCC2)cc1)c1nc2ccccc2[nH]1 (stereo not given)	5.7	1.7	-0.9	3.7	8.0	-4.4	-4.2	11.9	0.0
COc1ccccc1N(C)S(=O)(=O)c1ccc(Cl)c(C(=O)NCc2cccnc2)c1	-0.1	8.4	-1.2	2.8	-4.2	-0.9	3.5	8.1	-0.7
N#Cc1ccc(CSc2nnc(NC(=O)C3CC(=O)N(c4ccc5c(c4)OCCO5)C3)s2)cc1 (stereo not given)	0.6	9.5	1.4	12.2	-1.7	-6.6	18.1	-1.0	12.6
O=C(COc1ccccc1Cl)Nc1ccc(C(=O)O)cc1NC(=O)COc1ccccc1Cl	6.9	-2.9	-4.7	-1.6	0.1	1.3	-6.1	1.8	-5.2
CCC(CC)c1nnc(NC(=O)C2CCN(C(=O)c3ccco3)CC2)s1	4.8	5.2	4.2	2.7	-0.1	1.7	2.2	7.8	-4.5
COc1ccc(OC)c(CNC(=O)CCC(=O)N2Cc3ccccc3Oc3ncccc32)c1	3.5	5.2	-1.0	-0.4	-1.6	2.5	-2.2	-1.4	1.3
CC1(C)CC(=O)c2cnc(N3CCc4ccccc43)nc2C1	0.4	1.5	-2.2	-2.3	3.3	-1.4	-6.0	-16.3	2.0
Cc1ccc(S(=O)(=O)NCC(c2ccco2)S(=O)(=O)c2ccccc2)cc1 (stereo not given)	17.5	7.0	3.0	1.8	18.3	0.1	8.0	4.9	-5.4
Cc1ccc(C)c(OCCCCN2CCNCC2)c1C	3.3	0.6	4.5	3.1	9.2	-1.8	4.0	12.1	0.8
O=C(N/N=C/c1cc(Cl)cc([N+](=O)[O-])c1O)C1CC1	3.5	2.0	0.1	7.3	10.5	4.8	2.4	10.9	4.5
COc1ccc(Nc2nnc(SC(C(=O)Nc3cc(C)ccc3C)c3ccccc3)s2)cc1 (stereo not given)	-2.5	1.6	-3.0	3.2	10.3	-1.8	-0.2	1.7	0.4
CC(C)CC(NC(=O)C(NC(=O)C(Cc1ccc(OCc2ccccc2)cc1)NC(=O)OC(C)(C)C)C(C)C)C(N)=O (stereo not given)	-8.5	0.9	-1.6	6.5	0.2	-0.4	-1.9	-3.1	-3.5

One compound at a time (already shown). Order of values: PAFAH1B2 inh	pPAFAH FP inh	LYPLA1 inh	PAFAH1B3 FP inh	PAFAH2 inh	PAD4 FP inh	LYPLA2 inh	GSTO1 counter	PME-1 primary
`O=C(O)CCC(=O)Nc1ccc(C(=O)OC2CCCCC2)cc1` in the list: -0.7	1.3	1.7	8.3	8.1	2.4	6.8	1.8	1.7
`COc1ccc(NC(=O)CSc2nc3ccsc3c(=O)n2Cc2ccccn2)c(OC)c1` in the list: -1.3	6.3	-1.9	0.6	0.4	1.0	-1.1	-9.2	0.1

Further entries follow.
SMILES	PAFAH1B2 inh	pPAFAH FP inh	LYPLA1 inh	PAFAH1B3 FP inh	PAFAH2 inh	PAD4 FP inh	LYPLA2 inh	GSTO1 counter	PME-1 primary
CCC[N+]1(CC#CC2(O)CCCCC2)CCOCC1	3.2	-1.2	-0.5	-3.2	-6.3	-3.9	-2.4	7.6	0.0
CCn1c(NN)nc2sc3c(c2c1=O)CCC3	7.4	6.2	-3.5	-2.2	6.7	1.4	-2.9	3.4	2.9
CCCn1c(N2CCN(C(=O)N3CCCCC3)CC2)nc2ccccc21	0.8	1.7	-3.1	2.6	16.4	-2.6	-0.3	1.0	0.7
Cc1[nH]c2ccccc2c1CCO	-1.8	-0.6	-2.6	7.1	12.4	0.7	10.4	5.8	8.7

A portion of the library. The share of hits here may be higher or lower than overall.
